PPARg SRC-2 ag – agonists of PPARg-SRC-2 recruitment, primary screen, biochemical, HTS | Peroxisome proliferator-activated receptor gamma (Homo sapiens), P37231 | PPARgamma LBD-SRC-2 recruitment | activation, % at 8 µM | 200,000 compounds, 0.34% hits | AID 1032, 2008; in the data active means activation above about 22%;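 further: 0% = vehicle and 100% = reference agonist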
Target sequence (P37231 whole entry, looked up, the tested form may be a part): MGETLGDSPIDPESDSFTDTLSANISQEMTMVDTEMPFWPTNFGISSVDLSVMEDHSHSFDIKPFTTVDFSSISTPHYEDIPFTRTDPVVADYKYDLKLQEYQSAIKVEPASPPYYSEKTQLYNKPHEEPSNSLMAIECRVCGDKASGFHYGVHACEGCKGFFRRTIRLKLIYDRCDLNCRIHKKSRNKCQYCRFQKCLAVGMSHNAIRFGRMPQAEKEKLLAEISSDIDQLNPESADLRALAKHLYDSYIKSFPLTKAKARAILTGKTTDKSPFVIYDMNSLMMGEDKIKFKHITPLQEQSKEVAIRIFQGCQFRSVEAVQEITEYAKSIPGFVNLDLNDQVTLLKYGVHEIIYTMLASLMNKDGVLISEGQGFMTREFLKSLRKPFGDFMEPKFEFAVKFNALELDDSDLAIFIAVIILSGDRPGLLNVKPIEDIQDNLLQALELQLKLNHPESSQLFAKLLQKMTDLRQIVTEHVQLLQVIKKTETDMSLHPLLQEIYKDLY
bIAP inh – bovine intestinal alkaline phosphatase inhibitors, primary screen, selectivity assay for TNAP inhibitor project, biochemical, bovine IAP, CDP-star luminescence | AID 1019, 2008 | inhibition, % at 20 µM | purified bovine IAP, 30 min | 190,000 tested, under 10 active | alkaline phosphatase, intestinal [Bos taurus];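 active means over 50% inhibition of intestinal alkaline phosphatase at 20 µM in the single-dose screen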
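System: purified bovine intestinal alkaline phosphatase (IAP) enzyme; Input: IAP diluted 1/65,000,000 in the well; Measured by: CDP-star luminescence signal; Compound dosing: 20 µM single dose; Incubation: 30 min reaction at room temperature.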
S1P3 antag – S1P3 receptor antagonists, primary screen, cell-based | 170,000 compounds, 0.27% hits | Sphingosine 1-phosphate receptor 3 (Homo sapiens), Q99500 | CHO S1P3 NFAT-BLA reporter, FRET fluorescence, antagonist mode | inhibition, % at 4.98 µM;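 active means inhibition above the plate cutoff, the mean inhibition of test wells on that plate plus 3 SD, cut at about 28% in these data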;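 further: cells challenged with S1P at its EC80 of 0.8 µM; blue over green emission ratio from cleaved BLA substrate after 4 h stimulation; 0% = S1P-stimulated wells and 100% = unstimulated DMSO-only wells; some compounds past the cut are filed as inactive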
Target sequence (Q99500 whole entry, looked up): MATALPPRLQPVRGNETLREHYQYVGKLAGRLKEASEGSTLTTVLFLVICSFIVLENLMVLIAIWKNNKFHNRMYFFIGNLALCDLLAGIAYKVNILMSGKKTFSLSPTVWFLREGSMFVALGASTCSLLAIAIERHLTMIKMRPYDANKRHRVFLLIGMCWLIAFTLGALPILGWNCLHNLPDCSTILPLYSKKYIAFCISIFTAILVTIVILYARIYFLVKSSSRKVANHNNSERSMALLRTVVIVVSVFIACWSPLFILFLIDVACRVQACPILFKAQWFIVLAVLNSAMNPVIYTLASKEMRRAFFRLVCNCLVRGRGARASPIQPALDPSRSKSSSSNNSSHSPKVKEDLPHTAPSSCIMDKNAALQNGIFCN
TLR4-MyD88 BLA – inhibitors of TLR4-MyD88 association in cells, primary screen, cell-based, HeLa CL3-4, BLA complementation, FRET ratio. AID 861, 2007. inhibition, % at 8.4 µM. HeLa CL3-4 TLR4/MyD88 BLA complementation. Toll-like receptor 4 (Homo sapiens) + Myeloid differentiation primary response protein …. 200,000 compounds, 0.18% hits; in the data active means inhibition above about 25%;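 further: 0% = vehicle and 100% = reference inhibitor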
ROMK mod – ROMK potassium channel modulators, primary screen, cell-based, thallium flux, MLSMR library; ATP-sensitive inward rectifier potassium channel 1 (Homo sapiens), P48048; Tet-inducible ROMK, thallium flux fluorescence; actives lie on both sides; B-score at 10 µM; 130,000 compounds, 2% hits;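 active means signal ratio slope over the read window, or its plate-corrected B-score, at least 3 SD from the plate mean, either direction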;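 further: B-score of the F/F0 ratio slope over 7 to 12 s after thallium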
Lmaj promast – Leishmania major promastigote growth inhibition, primary screen | inhibition, % at 10 µM | Leishmania major promastigotes, resazurin fluorescence viability | 200,000 compounds, 9% hits; in the data active means inhibition above about 50%;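 further: promastigotes grown with compound for 44 hours at 28 °C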
PPARg SRC-1 ag – PPARgamma agonists recruiting SRC-1 coactivator, primary screen, biochemical; PPARgamma-SRC-1 coactivator recruitment biochemical assay; activation, % at 8 µM; 200,000 compounds, 0.41% hits; in the data active means activation above about 19%;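 further: 0% = DMSO and 100% = reference agonist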
bIAP act – bovine intestinal alkaline phosphatase activators, primary screen, biochemical, bovine IAP, CDP-star luminescence; 200,000 compounds, 0.17% hits; alkaline phosphatase, intestinal [Bos taurus]; purified bovine IAP, 30 min; hits give high values; fold of DMSO-control signal, blank-subtracted; activation factor at 20 µM;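 active means activation factor of 2 or more at 20 µM, a signal rise over negative controls twice the positive control's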
Redox H2O2 prof – compounds producing H2O2 with reducing agent – biochemical, NIH compound library profiling, artefact control for MLSCN library redox annotation, primary screen; DTT-dependent redox cycling H2O2, phenol red/HRP absorbance; 100% = 100 µM peroxide control, 0% = buffer; activation, % at 10 µM; 200,000 compounds, 0.03% hits;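 active means activation of at least 50% relative to the plate's high and low controls in the primary single-dose screen; inactive means activation below 50%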;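 further: compound incubated with DTT at 0.8 mM final as the reducing agent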
PPARg SRC3 recr – PPARgamma agonists recruiting SRC-3 coactivator, primary screen, biochemical. activation, % at 8 µM. 200,000 compounds, 0.26% hits. biochemical PPARgamma/SRC-3 coactivator recruitment assay. AID 731, 2007; in the data active means activation above about 23%;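 further: 0% = DMSO and 100% = reference agonist; some compounds past the cut are filed as inactive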
TR-FRET SRC-2 ct – TR-FRET signal artefacts, primary screen, artefact control for PPARgamma SRC-2 agonist project, biochemical; TR-FRET artefact counter-screen; hits give high values; TR-FRET ratio at 8 µM; 200,000 compounds, 0.4% hits; AID 1049, 2008; in the data active means TR-FRET ratio above about 2000; further: inactives centre near 1500
The depositor's hits bear a star; . = not tested or not shown. Rows are unselected; overall some 11% were active at least once.

Start of the listing, in advance:
SMILES	PPARg SRC-2 ag	bIAP inh	S1P3 antag	TLR4-MyD88 BLA	ROMK mod	Lmaj promast	PPARg SRC-1 ag	bIAP act	Redox H2O2 prof	PPARg SRC3 recr	TR-FRET SRC-2 ct
CC(=O)Oc1ccc(N2C(=O)CC(N3CCOCC3)C2=O)cc1 (stereo not drawn)	14	1	-7	-11	0.054	-3	2	1	-0.3	-3	1570
CCN(CC)S(=O)(=O)c1cccc(C(=O)NC(Cc2c[nH]c3ccccc23)c2nnc3n2CCC3)c1 (stereo not drawn)	-3	9	-6	-3	.	63*	-5	0.9	0.4	-3	1403
CC(=O)Nc1nc2ccc(Br)cc2s1	1	6	-25	-5	.	13	6	0.9	-1.8	2	1793

The listing, repeating the preview:
SMILES	PPARg SRC-2 ag	bIAP inh	S1P3 antag	TLR4-MyD88 BLA	ROMK mod	Lmaj promast	PPARg SRC-1 ag	bIAP act	Redox H2O2 prof	PPARg SRC3 recr	TR-FRET SRC-2 ct
CC(=O)Oc1ccc(N2C(=O)CC(N3CCOCC3)C2=O)cc1 (stereo not drawn)	14	1	-7	-11	0.054	-3	2	1	-0.3	-3	1570
CCN(CC)S(=O)(=O)c1cccc(C(=O)NC(Cc2c[nH]c3ccccc23)c2nnc3n2CCC3)c1 (stereo not drawn)	-3	9	-6	-3	.	63*	-5	0.9	0.4	-3	1403
CC(=O)Nc1nc2ccc(Br)cc2s1	1	6	-25	-5	.	13	6	0.9	-1.8	2	1793
O=C(NCCc1ccccc1)c1cc(-c2ccco2)on1	-1	-1	-5	6	.	-7	0	1	2.4	-8	1554
O=C(C1CCN(S(=O)(=O)N2CCOCC2)CC1)N1CCN(c2ccc(F)cc2)CC1	0	-9	-15	-2	0.057	-4	4	1.1	-0.2	3	1715
Cc1ccc(-c2nnc3ccc(SCC(=O)N4CCCc5ccccc54)nn23)cc1	8	10	1	9	.	15	16	0.9	-0.1	5	1736
O=S(=O)(NCC1CCCO1)c1ccc(S(=O)(=O)N(Cc2ccc(F)cc2)Cc2ccccn2)cc1 (stereo not drawn)	-6	-1	9	-13	.	0	1	1	0.5	1	1546
Cn1cccc1-c1nc2ccccc2n1Cc1ccccc1	6	17	2	-8	.	7	9	0.8	1.1	5	1690
COc1ccc(/C=N/NC(=O)COc2ccccc2-c2ccccc2)cc1	0	12	.	-3	.	8	1	0.9	1.8	1	1397
Cc1ccc(C)c(-c2nc3cc(N)ccc3o2)c1	12	2	.	23	-0.85	2	11	1	2.5	3	1738
OCC1(Cc2ccccc2)CCN(C2CCN(c3ccccc3F)CC2)CC1	14	-9	12	4	-1.5	86*	8	1.1	-1.4	3	1743
CCOCCCNC(=O)c1cn(C)c2ccc(S(=O)(=O)N(C)C3CCCCC3)cc2c1=O	4	-7	4	6	.	9	-3	1.1	0.1	-1	1592
N#Cc1cnn2c1nc(N1CCCCC1)c1ccccc12	3	-7	.	8	.	7	7	1.1	-3.1	-3	1485
O=[N+]([O-])c1ccc(CN2CCSCC2)cc1	-7	-3	-8	-2	0.4	4	-2	1	-1.9	-1	1439
CSc1nc(C)cc(Oc2ccccc2)n1	0	-8	-15	12	.	-2	-6	1.1	0.5	4	1473
CCN(CC)C(=O)CSc1ncnc2sc(C)c(C)c12	3	7	-15	-13	-0.36	4	4	0.9	0.9	3	1627
Cc1nnsc1NC(=O)OCC(C)(C)C	6	8	.	10	.	0	7	0.9	-4.2	-2	1524
COCCNC(=O)C(C)N(c1ccc(OC)cc1)S(C)(=O)=O (stereo not drawn)	4	-3	.	-7	-0.66	-6	7	1	-0.1	11	1369
CC1=NN(c2ccc(Cl)cc2)C(=O)/C1=C\c1cccn1-c1ccc(S(N)(=O)=O)cc1	8	7	12	0	1.2	50*	-7	0.9	-0.3	-3	1506
Cc1cccc(OCc2nnc(SCC(=O)Nc3cccc(C(=O)N4CCOCC4)c3)n2C)c1C	5	8	-5	1	-1.6	7	-7	0.9	-0.1	3	1539
COc1ccc(C(=O)Nc2nc(C)cc(C)n2)cc1	-1	1	-5	4	0.33	-10	10	1	-0.5	1	1477
C=C(C)c1cccc(C(C)(C)NC(=O)N2CCCC(C)C2)c1 (stereo not drawn)	4	16	.	-8	0.027	13	3	0.8	1.0	0	1536
O=[N+]([O-])c1ccccc1CN1CCN(Cc2c[nH]c3ccccc23)CC1	3	4	-12	7	-1.5	12	7	1	-0.9	1	1680
Cc1nn(C)cc1CN(C)C(=O)c1cc(-c2ccccc2)nc2ccc(Br)cc12	1	1	-4	-7	0.039	2	8	1	-0.1	6	1762
O=C(/C=C/C=C/c1ccccc1)CC1(O)C(=O)N(CCc2ccccc2)c2ccccc21 (stereo not drawn)	1	8	.	6	1.1	20	-6	0.9	-4.3	1	1454
O=C(N/N=C/c1ccncc1)c1ccccc1[N+](=O)[O-]	8	3	0	-3	0.32	-2	-7	1	-0.5	5	1488
O=C(CSc1ccc2nnc(-c3ccccn3)n2n1)NCc1ccco1	4	15	-18	-7	.	-3	-2	0.9	0.0	2	1574
C=CCc1ccccc1OCC(O)CNC(C)C (stereo not drawn)	2	-2	9	4	.	2	8	1	-0.6	-1	1607
C=CCn1c(SC(C)C(N)=O)nc2sc(CC)cc2c1=O (stereo not drawn)	-3	4	-11	-5	-1.6	18	-5	1	0.1	-5	1680
CC(C)(C)c1ccccc1NC(=O)c1cccnc1	6	4	-19	-16	-0.29	-5	3	1	0.7	3	1541
Cc1ccccc1OCCSc1nnc(-c2ccncc2)n1C	-5	-3	.	0	.	-1	6	1	0.5	-3	1677
Cc1cc(S(=O)(=O)N2CCN=C2c2ccccc2)c(Cl)cc1Cl	-3	5	-19	-1	-2.1	2	1	0.9	-0.4	3	1538
Cc1cc(NC(=O)Nc2cc(C)nn2-c2ccccc2)n(-c2ccccc2)n1	-1	-22	8	-16	.	-1	-4	1.2	-0.1	14	1494
S=C(NCCN1CCOCC1)N/N=C/c1ccccc1	4	12	.	2	0.76	1	-1	0.9	0.1	1	1283
O=C(COc1ncnc2ccccc12)Nc1ccc(Cl)c([N+](=O)[O-])c1	0	-7	2	1	0.36	72*	5	1.1	0.0	5	1641
CC(C)c1ccc(C(CC(=O)O)NC(=O)c2cccs2)cc1 (stereo not drawn)	2	-16	-11	1	-0.16	-3	7	1.2	0.2	2	1569
O=C(CN1CCCCCC1)Nc1ccccc1Oc1ccccc1	3	21	-7	0	-0.55	14	-2	0.8	-0.1	-1	1555
CCc1ccccc1NC(=O)COc1ccc2oc(-c3ccc(OC)cc3)cc(=O)c2c1	-2	13	-1	-4	.	-4	3	0.9	1.7	2	1765
O=C(CC1CCS(=O)(=O)C1)Nc1ccc[nH]c1=O (stereo not drawn)	-3	7	-11	-11	.	-2	1	0.9	2.0	-1	1537
CN1c2ccsc2/C(=N/Nc2ccccc2)CS1(=O)=O	13	8	-1	-1	-0.48	30	0	0.9	-2.4	7	2054*
O=C(Nc1cccc(C2OCCCO2)c1)c1cccs1	-11	7	8	6	0.3	-3	-6	0.9	0.7	-3	1706
COc1ccc(S(=O)(=O)N2CCCOC2CNC(=O)C(=O)NCCCn2ccnc2)cc1OC (stereo not drawn)	0	1	-26	9	0.1	0	6	1	-0.5	3	1646
CCOCCCNC(=O)C(c1ccccc1)N(Cc1cccs1)C(=O)CNC(C)=O (stereo not drawn)	-4	12	6	2	0.7	-4	-1	0.9	-0.8	1	1533
O=C(c1noc2c1CCCC2)N1CCOCC1	6	-3	-12	-14	.	-3	-6	1	-1.1	4	1631
CCC(SC1=N/C(=C/c2ccccc2)C(=O)N1c1ccccc1)C(=O)Nc1cc(C)on1 (stereo not drawn)	4	3	-14	-3	0.0039	22	16	1	-0.3	6	1617
OC1(C2(O)CC(c3ccccc3)ON2)CCCCC1 (stereo not drawn)	-2	-2	.	4	-0.97	4	0	1	-0.7	1	1437
COC(=O)c1ccccc1-c1ccc(/C=C2\C(=O)N(c3ccccc3)N=C2c2ccccc2)o1	7	38	.	-10	0.56	0	-1	0.6	-7.4	-1	1436
CCOC(=O)CN1C(=O)N[C@H](c2ccc(Br)cc2)C(C(C)=O)=C1C	-1	36	-18	-16	0.03	2	0	0.6	-0.6	4	1408
O=C(NCc1cccs1)C1CCN(S(=O)(=O)c2cccs2)CC1	-2	-2	-26	-7	.	-4	-7	1	2.1	-8	1451
O=C(Nc1cccc(S(=O)(=O)N2CCCCC2)c1)c1ccccc1NS(=O)(=O)c1ccc(F)cc1	-3	-1	4	-3	.	-4	0	1	0.5	-4	1522
Next part.
SMILES	PPARg SRC-2 ag	bIAP inh	S1P3 antag	TLR4-MyD88 BLA	ROMK mod	Lmaj promast	PPARg SRC-1 ag	bIAP act	Redox H2O2 prof	PPARg SRC3 recr	TR-FRET SRC-2 ct
CC(=O)C(C)Oc1cc(C)cc2oc(=O)c(C)c(C)c12 (stereo not drawn)	3	4	-3	-6	.	0	2	1	-0.7	4	1491
COCCNC(=S)N1CCN(c2cccc(C(F)(F)F)c2)CC1	-4	0	5	10	-0.92	-9	-6	1	0.2	4	1535
N#Cc1ccsc1NC(=O)CSc1ncn[nH]1	-2	7	-44	11	.	-4	-4	0.9	-0.2	-8	1342
Cc1noc(C)c1C(=O)N(CC(=O)NC1CCCC1)Cc1ccccc1F	7	12	.	-4	.	-3	3	0.9	0.9	15	1720
COc1c(F)c(F)c(C(=O)Nc2ccc(N3CCN(Cc4ccccc4)CC3)cc2)c(F)c1F	-7	17	.	-14	0.27	52*	-9	0.8	-0.1	0	1444
C/C(=N\NC(=S)NCCc1ccccc1)c1ccc(Cl)cc1	-2	1	-5	-16	0.31	0	6	1	-0.1	4	1551
COc1ccc(NC(=O)CCNS(=O)(=O)c2cccc3nsnc23)cc1OC	-3	4	7	-8	-0.24	-6	-1	1	0.0	-4	1471
CCOc1ccc(NC2OCC(O)C(O)C2O)c([N+](=O)[O-])c1 (stereo not drawn)	-7	7	-3	2	-8.9*	6	4	0.9	-0.4	-2	1560
CC(NC(=O)c1ccccc1)C(=O)N/N=C/c1ccccc1 (stereo not drawn)	-10	-9	-16	-15	0.82	17	-3	1.1	-0.4	-4	1458
COc1ccccc1N1CCN(C(=O)C(F)F)CC1	-1	4	-8	1	.	1	-5	1	2.0	-6	1505
CCCC(=O)NC(=S)Nc1ccc(S(=O)(=O)Nc2ccc(OCC)cc2)cc1	9	3	-4	-13	.	-2	4	1	0.3	-9	1491
CCCCOc1ccc(/C=C2/Sc3ccccc3C2=O)cc1	4	.	.	-4	.	-6	3	0.4	-2.7	7	1695
Cc1ccc(-c2ccc(CO)o2)cc1N	0	13	-5	-5	0.59	-2	6	0.9	0.4	2	1689
